Source: PubChem (National Center for Advancing Translational Sciences (NCATS))
TDP1 cell noCPT: qHTS for Inhibitors of human tyrosyl-DNA phosphodiesterase 1 (TDP1): qHTS in cells in absence of CPT. DT40 Tdp1-/- hTDP1 cells, no CPT, ATP luminescence, 48 h. Potency, µM (top dose mostly 46.2 µM), inactives show top-dose activity change, negative = growth inhibition, actives largely listed as inhibitors. 420,000 tested, 15% active; further: nearly all actives have a fitted effect of over 55% in size
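Camptothecin absent (DMSO only). Human TDP1-complemented DT40 knockout cells, 400 cells/well, 37 °C for minimum 48 hr; ATP measured via CellTiter-Glo, 30 min dark incubation, luminescence.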
N370S GC: inhibits or activates N370S mutant glucocerebrosidase; P04062; N370S GC spleen homogenate, 4MU-glucoside fluorescence; Potency, µM (doses to about 59.4 µM), for inactives: top-dose activity change, negative = inhibition, usual class: inhibitors; 330,000 tested, 0.092% active;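 further: 0% = full enzyme activity and -100% = no enzyme basal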
TDP1 inh: TDP1 (human) enzyme inhibition. Q9NUW8. recombinant TDP1, AlphaScreen DNA substrate cleavage. Potency, µM (highest dose often 130 µM), for inactives: at the highest dose activity change, negative = inhibition, actives largely listed as inhibitors. 350,000 tested, 0.28% active. AID 485290; further: nearly all actives have a fitted effect of over 40% in size
Target sequence (Q9NUW8 whole entry, looked up): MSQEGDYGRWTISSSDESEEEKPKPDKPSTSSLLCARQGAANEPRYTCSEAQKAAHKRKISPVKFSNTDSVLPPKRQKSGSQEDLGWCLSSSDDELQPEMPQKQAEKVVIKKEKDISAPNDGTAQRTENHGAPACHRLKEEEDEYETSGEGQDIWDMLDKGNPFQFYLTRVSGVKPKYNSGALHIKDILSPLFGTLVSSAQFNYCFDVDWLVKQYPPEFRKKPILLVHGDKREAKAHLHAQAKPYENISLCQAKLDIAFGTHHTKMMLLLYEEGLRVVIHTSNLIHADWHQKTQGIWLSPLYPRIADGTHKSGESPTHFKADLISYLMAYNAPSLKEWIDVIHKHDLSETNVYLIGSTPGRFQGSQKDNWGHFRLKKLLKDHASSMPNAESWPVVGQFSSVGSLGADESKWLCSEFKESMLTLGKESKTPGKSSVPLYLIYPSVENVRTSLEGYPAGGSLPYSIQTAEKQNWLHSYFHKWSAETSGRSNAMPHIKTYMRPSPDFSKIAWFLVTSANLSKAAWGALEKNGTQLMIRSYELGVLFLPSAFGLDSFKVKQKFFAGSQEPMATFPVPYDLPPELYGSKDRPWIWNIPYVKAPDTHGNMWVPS
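Steps: enzyme plus compound, 15 min RT; add biotin/phosphotyrosine-FITC oligonucleotide (15 nM final), react 5 min; add donor/acceptor beads (10 ug/ml final), 10 min; read AlphaScreen. Tdp1 at 1 nM final.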
* marks the source's active call; other numbers are inactive results; ? = inconclusive; . = no result given; [ ] = dose if it differs, or a comment. The call rests on the fitted dose curve; in most records, active means well fitted curve in the direction sought with a large enough effect; inconclusive means small, poorly fitted or top-dose-only effect, or another doubt; inactive means no such curve, though single readings can be large; an effect the other way counts as inactive or inconclusive. Unless noted, on the % scale 0 is the no-effect control and ±100 the full control effect; potency means the concentration at half of the fitted maximal effect.

Results follow in this order: TDP1 cell noCPT | N370S GC | TDP1 inh
OCCC1CN(Cc2ccc(-c3ccco3)cc2)CCN1Cc1ccsc1 (stereo not given)
→ ? | -5% | 5%
O=c1c(-c2cc(O)c(O)c(O)c2)coc2cc(O)c(O)c(O)c12
→ ? | -8% | 0.28µM*
Cc1ccc(C)c(NC(=O)CSc2nnc(-c3n[nH]c4ccccc34)o2)c1
→ -5% | -14% | 4%
COC(=O)c1cn(-c2ccccc2)c(=O)c2ccccc12
→ -1% | 12% | 0%
COc1ccc(C(=O)CN2CCN(c3ccc(F)cc3)CC2)cc1OC
→ -10% | 4% | -4%
c1ccc2oc(-c3csc(NCC4CCCO4)n3)cc2c1 (stereo not given)
→ ? | 3% | 4%
CC(=O)c1ccc(N2CCN(CC(=O)Nc3ccccc3C(=O)NC3CC3)CC2)c(F)c1
→ ? | . | 2%
CCCC1=C(C(=O)OCC)C(c2ccc(NC(C)=O)cc2)NC(=O)N1 (stereo not given)
→ -12% | 0% | 1%
CCOC(=O)CNC(=O)CNC(=O)c1ccc(OCC(C)C)cc1
→ 21µM* | -17% | 8%
O=C(COc1cccc(C(F)(F)F)c1)Nc1nnc(C2CC2)s1
→ -11% | . | -5%
Cc1ccc(OC(C)C(=O)Nc2ccc(S(=O)(=O)Nc3cc(C)on3)cc2)cc1 (stereo not given)
→ 3% | 12% | 0%
c1ccc(-c2ccnc3ncnn23)nc1
→ 6% | 7% | 8%
O=C(Nc1ccc2oc(-c3ccncc3)nc2c1)c1ccccc1F
→ -11% | 12% | 2%
COc1ccc(S(=O)(=O)NCC2CCCN(C(=O)CN3CCCCC3)C2)cc1 (stereo not given)
→ -1% | -11% | 2%
CCCOc1ccc(C(=O)Nc2ccc(S(=O)(=O)N3CCN(C)CC3)cc2)cc1
→ ? | -2% | .
O=C(CCN1C(=O)/C(=C/c2ccccc2Cl)SC1=S)N1CCOCC1
→ 3.7µM* | 1% | 2%
CC(=O)c1ccc(NC(=O)CSc2nnc3ccc(-c4ccc(Cl)cc4)nn23)cc1
→ -11% | . | 3%
O=C(NCCc1nc2ccccc2[nH]1)c1ccc(F)cc1
→ -30% | -1% | 0%
COCCn1c(SCC(=O)OC(C)C)nnc1-c1ccccc1
→ 2% | 2% | -2%
CCOc1ccc(-n2c(SCC(=O)NC3CCCCC3)nc3c([nH]c4ccccc43)c2=O)cc1
→ ? | . | 7%
Cc1cc(=O)oc2cc(OC(=O)c3nn(C(C)C)c(=O)c4ccccc34)ccc12
→ ? | ? | 4%
NC(=O)c1ccc(NC(=O)CN2CCN(Cc3ccccc3)CC2)cc1
→ 3% | -3% | .
COc1ccc(C(=O)Nc2cc3cc(Cl)ccc3oc2=O)cc1OC
→ 2.9µM* | . | -4%[12.3 µM]
CN(C(=O)CSc1nc2ccccc2c(=O)n1-c1ccc(F)cc1F)C1CCS(=O)(=O)C1 (stereo not given)
→ -6% | . | 0%
CN1C(=O)C(C)(C)c2cc(S(=O)(=O)N3CCCC(C(=O)NCc4ccc(Cl)cc4)C3)ccc21 (stereo not given)
→ ? | -2% | .
CN1CCC(=NNC(=O)C(=O)Nc2ccccc2F)CC1
→ -7% | -13% | 6%
COc1ccc(/C(O)=C2/C(=O)C(=O)N(c3ncccn3)C2c2ccc(OC)cc2)cc1 (stereo not given)
→ 16% | 7% | 5%
COc1ccc(N2CCN(C(=O)CS(=O)(=O)c3cccc4nsnc34)CC2)cc1
→ -28% | . | -1%
Cc1cccc(NC(=O)Cn2nnc(-c3ccc(CN4CCCC4)cc3)n2)c1C
→ ? | -17% | 4%
CCc1ccc(-n2c(SCC(=O)Nc3cc(C)[nH]n3)nc3[nH]ncc3c2=O)cc1
→ -21% | -24% | 5%
COC(=O)c1ccc(S(=O)(=O)c2ccc(Cl)cc2)c(N)c1
→ ? | ? | .
O=C(c1cccc(S(=O)(=O)N2CCCc3ccccc32)c1)N1CCN(c2ccccc2)CC1
→ 21µM* | . | 0%
CN1CCC(N(C)C(=S)Nc2ccc(SC(F)F)cc2)CC1
→ ? | 2% | 0%
COc1ccccc1-n1cn[nH]c1=S
→ ? | 8% | -2%
Cc1ccc(/C=C2\SC(=S)N(CC(=O)Nc3ncc(Cc4ccccc4Cl)s3)C2=O)cc1
→ . | 4% | -1%
CC1(C)CCCC(C)(C)N1CC(O)COCCOc1ccc(Br)cc1 (stereo not given)
→ 16µM* | 14% | -6%
CC(=O)Nc1ccc(NC(=O)CSc2ccc(-c3ccco3)nn2)cc1
→ 3% | 2% | -2%
Cc1cc2c3c([nH]c2cc1S(=O)(=O)NCc1ccc(CN2CCCCCC2)o1)CCCC3=O
→ -20% | -13% | 5%
O=C(NCC1CCCCC1)c1cccc(-c2ccc(O)cc2)c1
→ 21µM* | -3% | -1%
O=C(CN(c1ccc(F)cc1)S(=O)(=O)c1ccc2c(c1)OCCO2)NCc1ccncc1
→ -22% | 5% | 3%
Cc1ccc(S(=O)(=O)C(C)C(=O)NCCS(=O)(=O)c2ccc(Cl)cc2)cc1 (stereo not given)
→ -17% | -8% | -2%
COCCCNC(=O)Cn1cc(C(C)=O)c2ccccc21
→ -21% | -3% | 2%
N#CC1=C(N)C2=CCCC[C@H]2[C@H](c2ccccc2)C1(C#N)C#N
→ ? | -2% | 3%
CCc1ccc(CCC(=O)Nc2nccs2)o1
→ -5% | 26% | 10%
CCC1(CC)NC(=O)N(CC(=O)OCC(=O)Nc2cc(OC)ccc2OC)C1=O
→ 2% | . | 1%
Cc1csc(CNC(=O)c2ccc(OC3CCN(CCc4ccccc4)CC3)cc2)n1
→ -29% | -11% | 3%
COc1ccc(CNC(=O)Cn2ccc3cc(S(=O)(=O)N4CCCC4)ccc32)cc1OC
→ -18% | 4% | 5%
COc1ccc(CC(=O)Nc2c3c(nn2C(C)(C)C)CS(=O)(=O)C3)cc1
→ -1% | -4% | 3%
Cn1c(CC(=O)Nc2ccc(Cl)cc2)nnc1SCC(=O)N1CCOCC1
→ -18% | -6% | 2%
CCOc1ccccc1NC(=O)CSc1nnnn1-c1ccccc1
→ ? | . | -1%
COCCNc1nnc(Cc2ccc(OC)c(OC)c2)c(=O)[nH]1
→ -8% | 8% | .
COCCn1c(=O)c(-c2cc(F)cc(F)c2)nc2cnc(N3CCOCC3)nc21
→ 2% | 11% | .
Cc1ccn2c(=O)nc(SCC(=O)c3ccc(Cl)cc3)nc2c1
→ ? | -6% | .
COc1ccc(-n2c(SCC(=O)N3CCCc4ccccc43)nc3c([nH]c4ccccc43)c2=O)cc1
→ 1% | . | -1%
Cc1ccc(CNC(=O)CN(c2cc(C)cc(C)c2)S(=O)(=O)c2c(C)[nH]c(=O)[nH]c2=O)cc1
→ -20% | . | 3%
O=C(NN=C1CCN(Cc2ccccc2)CC1)c1ccccc1
→ 1% | -1% | 5%
CS(=O)(=O)c1ccccc1-c1nnc(-c2ccc(Cl)cc2)o1
→ -20% | 3% | 1%
Cc1ccc(S(=O)(=O)CC(=O)Nc2sc3c(c2C(N)=O)CCCC3)cc1
→ 21µM* | . | 0%
CCN(CC)CCN(C)Cc1ccc(Br)cc1
→ -4% | 6% | -1%
Cc1ccc(S(=O)(=O)CCC(=O)OCC(=O)N2CCc3ccccc32)cc1
→ 0% | -1% | 0%[56.1 µM]

Next compounds:
molecule,TDP1 cell noCPT,N370S GC,TDP1 inh
Cc1nc(N2CCOCC2)sc1C=O,7%,-7%,-2%
O=C(Nc1ccc2c(c1)C(=O)OC2)c1ccccc1Cl,-5%,-17%,-5%
COC(=O)c1cnn(-c2ccccc2)c1/C=N/NC(=S)Nc1ccc(Cl)cc1,?,5%,.
COc1ccc(/C=N/OCC(=O)N(Cc2ccccc2)c2ccccc2C(=O)O)cc1,-1%,1%,5%
COCCn1c(SCC(=O)c2c[nH]c3ccccc23)nc2cc(C(=O)NCC(C)C)ccc2c1=O,-19%,.,-3%
N#Cc1c(N2CCSCC2)nsc1-c1ccccc1Cl,-13%,13%,.
CCc1nnc(NC(=O)c2ccc(COc3ccccc3Cl)o2)s1,3%,-2%,.
Fc1ccc(C(Nc2ccc(Cl)c(C(F)(F)F)c2)c2nnc(-c3ccccc3)o2)cc1 (stereo not given),?,.,1%
CN1CCN(S(=O)(=O)c2cccc(C(=O)NCCC3=CCCCC3)c2)CC1,?,0%,.
COCc1cc(C)nc(N2CCN(Cc3ccccc3)CC2)c1C#N,-25%,4%,4%
CCCCNc1nc(C)nc2c1nc(-c1ccccc1)n2C(C)CCCN(CC)CC (stereo not given),.,-10%,5%
O=C1CCCN1CCC1CCN(C2CC(=O)N(c3ccc(F)cc3)C2=O)CC1 (stereo not given),21µM*,0%,3%
COCCN(C(=O)C(=O)NC1CCCC1)C(C(=O)NC1CCCC1)c1ccccc1F (stereo not given),0%,9%,4%
COc1ccc2cc(C(=O)N(C)Cc3ccccc3)[nH]c2c1,8%,-10%,.
Cc1nn(CCC#N)c(N)c1C1(O)C(=O)Nc2c(Cl)cc(Cl)cc21 (stereo not given),3.7µM*,2%,-3%
CCOC(=O)c1cc(NC(=O)c2ccco2)ccc1N1CCOCC1,-10%,-9%,0%
O=C1C2C3C=CC(C4CC34)C2C(=O)N1c1cc(Cl)ccn1 (stereo not given),-16%,-1%,4%
Cc1nnc(SCC(=O)N(CCC#N)c2ccc3c(c2)OCCO3)s1,7%,.,5%
CS(=O)(=O)c1cnc2c(-c3ccc(F)cc3)cnn2c1N,-28%,?,0%
COc1ccccc1NC(=O)c1nn(C)c2c1CS(=O)(=O)c1ccccc1-2,-18%,.,4%
NCC(=O)N[C@@H](CCCN=C(N)N)C(=O)NCC(=O)N[C@@H](CCC(=O)O)C(=O)N[C@@H](CO)C(=O)O,.,-2%,11%
CCCCSc1nc(C)c(CC(=O)OC)c(=O)[nH]1,1%,9%,2%
CS(=O)(=O)N(CCc1ccccc1)CC(=O)N1CCN(c2ccc(F)cc2)CC1,23µM*,-4%,1%
COc1ccccc1NS(=O)(=O)c1cccc(C(=O)N(C)Cc2cccs2)c1,23µM*,-11%,1%

Already shown: three of the compounds above.
molecule,TDP1 cell noCPT,N370S GC,TDP1 inh
COc1ccccc1NC(=O)c1nn(C)c2c1CS(=O)(=O)c1ccccc1-2,-18%,.,4%
NCC(=O)N[C@@H](CCCN=C(N)N)C(=O)NCC(=O)N[C@@H](CCC(=O)O)C(=O)N[C@@H](CO)C(=O)O,.,-2%,11%
CCCCSc1nc(C)c(CC(=O)OC)c(=O)[nH]1,1%,9%,2%

Some of these compounds in order of count of non-hydrogen atoms, high to low.
molecule,TDP1 cell noCPT,N370S GC,TDP1 inh
NCC(=O)N[C@@H](CCCN=C(N)N)C(=O)NCC(=O)N[C@@H](CCC(=O)O)C(=O)N[C@@H](CO)C(=O)O,.,-2%,11%
CS(=O)(=O)N(CCc1ccccc1)CC(=O)N1CCN(c2ccc(F)cc2)CC1,23µM*,-4%,1%
CS(=O)(=O)c1cnc2c(-c3ccc(F)cc3)cnn2c1N,-28%,?,0%

More results follow.
molecule,TDP1 cell noCPT,N370S GC,TDP1 inh
COC(=O)c1cc2oc3ccccc3c2n1Cc1nc(-c2ccc(OC)cc2)oc1C,-11%,.,-5%
CCCCC(=O)Nc1ccc(C(=O)Nc2ccc(S(=O)(=O)Nc3ccc(C)cc3)cc2)cc1,4%,4%,-5%
Cc1ccc(-c2ccc(=O)n(Cc3cc(C)ccc3C)n2)cc1,21µM*,-11%,-2%
CCN(C(=O)c1c(-c2ccccc2Cl)noc1C)C1CCCCC1,?,0%,-10%
O=C(COC(=O)c1ccccc1SCC(=O)N1CCCC1)Nc1ccc(OC(F)F)cc1,?,-3%,1%
CCOC(=O)C1(Cc2cccc(F)c2)CCN(C2CCOCC2)CC1,-9%,-8%,3%
CCN1CCN(CCC(=O)Nc2ccccc2)CC1,?,2%,.
CCOC(=O)c1ccccc1NC(=O)C1CCCO1 (stereo not given),6%,9%,.
CCN(CC)CCNC(=O)C(=O)Nc1c2c(nn1-c1ccc(F)cc1)CSC2,-24%,.,3%
O=C(NC1CC1)C1CCN(c2ncccn2)CC1,5%,-6%,.
CCOC(=O)C[N+](C)(C)CCOC1CC2CCC1(C)C2(C)C (stereo not given),7.3µM*,7%,0%
O=C(O)c1ccccc1NCc1ccsc1,-12%,-5%,.
CN(Cc1ccco1)C(=O)C1CCC(=O)N1Cc1ccc(F)cc1 (stereo not given),-1%,1%,9%
CCS(=O)(=O)N1CCc2cc(C(=O)Nc3ccc(OC)c(Cl)c3)ccc21,18µM*,.,11%

An excerpt; count on the stated rates, not on these rows.
